High-throughput results deposited in PubChem BioAssay by National Center for Advancing Translational Sciences (NCATS).
Pol beta inh: inhibitors of human DNA polymerase beta | Potency, µM (doses to about 114 µM), without a hit: at the top dose activity change, negative = inhibition, hits mostly inhibitors | Pol beta primer extension/strand displacement, fluorescence kinetic | actives 1.3% (n = 340,000) | P06746; also: potency is read from the fitted curve at half-maximal effect; % is scaled to controls: 0 for no effect and ±100 for the full control effect
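Preincubation: enzyme (10 nM) with compound, 15 min, RT. Reaction: substrate added to 50 nM final. Reads: 0 and 10 min. Analysis: normalized, Hill fit.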
POLH inh: blocks human DNA polymerase eta activity; Q9Y253; recombinant Pol eta, fluorescent DNA replication assay; Potency, µM (highest dose often 114 µM), inactives show at the highest dose activity change, negative = inhibition, most hits filed as inhibitors; actives 1.2% (n = 390,000); also: potency is read from the fitted curve at half-maximal effect; % is scaled to controls: 0 for no effect and ±100 for the full control effect
Target sequence (Q9Y253 whole entry, looked up): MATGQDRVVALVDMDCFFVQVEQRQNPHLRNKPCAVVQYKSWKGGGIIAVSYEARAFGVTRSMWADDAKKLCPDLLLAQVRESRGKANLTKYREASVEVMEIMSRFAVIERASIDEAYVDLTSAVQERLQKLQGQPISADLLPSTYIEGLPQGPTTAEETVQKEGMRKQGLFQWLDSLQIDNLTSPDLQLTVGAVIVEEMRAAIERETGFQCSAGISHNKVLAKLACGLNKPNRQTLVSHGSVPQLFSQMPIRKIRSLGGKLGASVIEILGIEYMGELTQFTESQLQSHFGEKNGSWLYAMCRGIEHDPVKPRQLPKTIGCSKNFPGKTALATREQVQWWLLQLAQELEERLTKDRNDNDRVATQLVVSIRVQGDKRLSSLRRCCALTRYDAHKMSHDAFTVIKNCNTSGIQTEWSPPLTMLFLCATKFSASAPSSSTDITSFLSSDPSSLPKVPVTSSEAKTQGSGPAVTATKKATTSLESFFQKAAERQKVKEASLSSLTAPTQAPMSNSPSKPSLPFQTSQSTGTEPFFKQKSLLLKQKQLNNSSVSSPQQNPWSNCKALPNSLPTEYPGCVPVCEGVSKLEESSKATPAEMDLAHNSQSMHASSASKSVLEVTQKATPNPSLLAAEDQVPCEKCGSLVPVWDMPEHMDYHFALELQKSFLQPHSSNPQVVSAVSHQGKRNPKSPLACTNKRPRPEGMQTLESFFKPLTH
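Fluorescent replication assay: 50 nM final substrate added after a 15 min room-temperature compound preincubation with 10 nM enzyme. Signal taken at 0 min and again at 10 min.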
BLM inh: Bloom syndrome helicase (human) inhibition | P54132 | recombinant BLM DNA unwinding, fluorescence dequenching | actives 0.2% (n = 350,000) | Potency, µM (highest dose often 56.1 µM), without a hit: at the highest dose activity change, negative = inhibition, hits mostly inhibitors;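 also: potency is read from the fitted curve at half-maximal effect; plate controls were vehicle for no effect and no enzyme for full effect; nearly all actives have a fitted effect of over 35% in size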
LDHA block: LDHA (human) enzyme inhibition | actives 0.15% (n = 480,000) | activity change, % (values are at about 110 or 230 µM) | P00338 | purified LDHA, NADH/diaphorase-resazurin fluorescence; stronger effect = lower value; in the data active = activity change below about -30%; inconclusive = mostly about -25% to -30%;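 also: plate controls were DMSO wells for no effect and wells without enzyme for full effect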
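Resorufin fluorescence (ex540/em590), read at 0 and 20 min after diaphorase/resazurin addition, reports the NADH left after a 5 min room-temperature reaction of 2 nM human LDH5 with 0.06 mM NADH and 0.2 mM pyruvate.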
Apoferritin bind: binds horse apoferritin like a general anesthetic | P02791 | apoferritin/1-aminoanthracene competitive binding, fluorescence | Potency, µM (doses to about 77.5 µM), for the others: at the highest dose activity change, negative = displacement, actives largely listed as inhibitors | actives 0.074% (n = 350,000); also: potency is read from the fitted curve at half-maximal effect; % is scaled to controls: 0 for no effect and ±100 for the full control effect; nearly all actives have a fitted effect of over 20% in size
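Horse-spleen apoferritin (10 uM) in 50% saturated 1-aminoanthracene in PBS was incubated 10 min at room temperature with compound. Fluorescence (ex 380, em 535 nm) was normalized to free and bound 1-AMA, with concentration-response fitted by a four-parameter Hill equation.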
POLK inh: DNA polymerase kappa (human) inhibition | Q9UBT6 | purified Pol kappa, fluorescent DNA synthesis assay, 10 min | Potency, µM (top dose mostly 107 µM), for the others: top-dose activity, negative = inhibition, most hits filed as inhibitors | actives 0.53% (n = 400,000) | AID 588579; also: potency is read from the fitted curve at half-maximal effect; % is scaled to controls: 0 for no effect and ±100 for the full control effect
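Inhibition of 10 nM Pol kappa is measured by a fluorescent read-out at 0 and 10 min following addition of 50 nM substrate (final), with a 15-min room-temperature compound preincubation.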
APEX1 inh: APE1 (human) endonuclease inhibition; recombinant APE1, TAMRA/BHQ-2 abasic DNA cleavage fluorescence; Potency, µM (series often up to 65.8 µM), inactives show top-dose activity change, negative = inhibition, actives largely listed as inhibitors; actives 0.35% (n = 350,000); P27695;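 also: potency is read from the fitted curve at half-maximal effect; plate controls were vehicle for no effect and reference inhibitor for full effect; nearly all actives have a fitted effect of over 55% in size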
Target sequence (P27695 whole entry, looked up): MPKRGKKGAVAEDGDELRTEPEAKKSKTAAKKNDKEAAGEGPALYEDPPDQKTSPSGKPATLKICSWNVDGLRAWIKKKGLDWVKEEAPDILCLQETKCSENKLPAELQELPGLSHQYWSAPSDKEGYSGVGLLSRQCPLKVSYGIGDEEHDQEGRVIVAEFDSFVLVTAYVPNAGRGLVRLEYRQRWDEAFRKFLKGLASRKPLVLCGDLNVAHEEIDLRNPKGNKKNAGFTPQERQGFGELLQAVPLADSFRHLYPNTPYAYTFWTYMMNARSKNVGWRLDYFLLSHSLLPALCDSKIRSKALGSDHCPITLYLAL
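APE1 at 0.75 nM final was preincubated with compound 15 min at room temperature, then 50 nM double-stranded THF abasic-site substrate (5'-TAMRA/3'-BHQ-2) was added. Fluorescence (ex 525/em 598 nm) was read kinetically; third-minus-first read gave activity.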
Pol iota inh: DNA polymerase iota (human) inhibition | actives 1% (n = 390,000) | Pol iota fluorescent replication assay, 10 min | AID 588590 | Potency, µM (series often up to 115 µM), for inactives: at the top dose activity, negative = inhibition, most hits filed as inhibitors | Q9UNA4; also: potency is read from the fitted curve at half-maximal effect
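Fluorescent replication assay read twice, at 0 min and 10 min after adding 50 nM (final) substrate. Enzyme (10 nM) and compounds were first incubated 15 min at room temperature; enzyme-free buffer wells were negative controls.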
GRP78 ERSR act: induces the endoplasmic reticulum stress response in human glioma cells. U87-MG GRP78 promoter luciferase reporter, 16 h. Potency, µM, for the others: at the top dose activation, hits mostly activators. actives 0.02% (n = 420,000); also: potency is read from the fitted curve at half-maximal effect; series mostly up to about 76 µM; % of control where 0% means no effect; nearly all actives have a fitted effect of over 35% in size
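ERSR induction read as luciferase luminescence (Bright-Glo, 10 min at room temperature) in stably transfected human U87-MG glioma cells exposed to compounds for 16 h, using GRP78 as sensor.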
Active calls of the source: *; ? = inconclusive; . = no result given; [ ] = dose if it differs, or a comment. Unless noted, calls follow the shape of the dose curve; as a rule, active = well fitted curve in the direction sought with a large enough effect; inconclusive = small, poorly fitted or top-dose-only effect, or another doubt; inactive = no such curve, though single readings can be large; an effect the other way counts as inactive or inconclusive.

No.	mol	Pol beta inh	POLH inh	BLM inh	LDHA block	Apoferritin bind	POLK inh	APEX1 inh	Pol iota inh	GRP78 ERSR act
1	COc1ccccc1NC(=O)c1cnc(SCC(=O)NCCc2ccccc2)n(C)c1=O	.	-18%	.	-4	.	-2%	15%	27%	0%
2	Cc1cn([C@H]2C[C@H](O)[C@@H](COS(=O)(=O)O)O2)c(=O)[nH]c1=O	.	-3%	.	-8	.	-11%	56%[activator]	3%	1%
3	O=C(Nc1ccc2nc(SCC(=O)N3CCCC3)sc2c1)c1cccc(Cl)c1	-26%	-13%	-5%	-3	-6%	-7%	.	49%[activator]	-4%
4	O=C(N/C(=C\c1ccc(F)cc1)C(=O)N1CCCCCC1)c1ccccc1	-11%	2%	1%	-8	-9%	4%	-10%	151%[activator]	3%
5	Cc1nnc2c(Nc3cccc(O)c3)nc3ccccc3n12	?	-25%	-10%	-3	75%[activator]	-46%	.	?	-1%
6	O=C(Cc1ccc([N+](=O)[O-])cc1)N/N=C/c1cccs1	0%	-11%	-4%	-1	-15%	-8%	-7%	34%	-4%
7	COc1ccc(C2N(c3ccc(OC)cc3)C(=S)N3CCCN23)cc1 (configuration not stated)	11%	-26%	-1%	-3	1%	-19%	-1%	1%	-2%
8	CSCc1c(C(=O)Nc2ccc3c(c2)OCO3)oc2ccccc12	3%	-13%	-13%	-7	0%	-10%	-2%	8%	8%
9	CCCCCCn1c(COc2ccccc2F)nnc1SCC(=O)N1c2ccccc2NC(=O)C1(C)C	0%	-24%	-15%	6	37%[activator]	-9%	11%	-20%[58.9 µM]	-4%
10	CCOc1ccc2[nH]c(=O)c(CN(CCO)C(=O)CC)cc2c1	-22%	3%	0%	-6	-18%	6%	1%	-7%	-1%
11	COc1ccc(NC(=S)NC(NC(=O)c2cccc(Cl)c2)C(Cl)(Cl)Cl)c([N+](=O)[O-])c1 (configuration not stated)	1%	-2%	-10%	1	-6%	-12%	-5%	-15%	-2%
12	O=C(c1ccccc1)C(Cn1cncn1)C(Sc1ccccc1)c1ccccc1 (configuration not stated)	1%	-6%	-5%	-7	-18%	-7%	-1%	4%	-15%
13	Cc1cccnc1NC(=O)c1ccc(C(=O)c2ccccc2)cc1	.	0%	.	-2	.	-16%	42%	5%	3%
14	O=C(COC(=O)C1CC1)Nc1ccccc1Sc1ccccc1	?	-8%	-5%	-2	-2%	-4%	3%	14%	-5%
15	Cc1cc(C)n2nc(SCC(=O)N(C)C)nc2n1	-1%	?	0%	1	0%	2%	7%	27%	-4%
16	Cc1n[nH]c(C)c1S(=O)(=O)N1CCc2ccccc2C1	3%	-2%	1%	0	-7%	-9%	-16%	42%[activator]	-3%
17	CC(=O)c1c(C)n(-c2cccc(C)c2)c2ccc(OC(=O)COc3ccccc3)cc12	37%	-9%	-8%	-2	50%[activator]	7%	.	25%	-3%
18	Cc1ccc(C)c(N2CCN(S(=O)(=O)c3ccc4c(c3)CCC(=O)N4)CC2)c1	10%	.	-7%	.	-9%	.	-11%	.	.
19	N#CCCn1c(=O)c(-c2cc(F)cc(F)c2)nc2cnc(Nc3ccccc3)nc21	.	.	-11%	.	.	0%[60.1 µM]	18%	.	0%
20	CCOCCCN(CC(=O)NC1CCCC1)C(=O)C(=O)Nc1ccc2c(c1)OCCO2	24%	-19%	-7%	-1	8%	-2%	-9%	30%[activator]	2%
21	CC(C)(C)C(=O)COC(=O)c1cccc(NC(=O)c2ccco2)c1	26%	5%	0%	-7	?	-7%	-4%	4%	?
22	Cc1ccccc1C(=O)Nc1ccc2nc(SCC(=O)N(C)c3ccccc3)sc2c1	-1%	-14%	-8%	1	1%	0%	.	0%	-1%
23	C=CCn1c(CCCOc2ccc(Cl)cc2Cl)nnc1SCC(=O)Nc1nccs1	2%	-7%	1%	-1	-14%	9%	0%	-10%	-6%
24	O=C(NCc1cccc(C(F)(F)F)c1)C1CCCN(c2ncccn2)C1 (configuration not stated)	38%	6%	-2%	-2	-11%	-4%	7%	-37%	-3%
25	CCCCOc1ccc(-c2ncc(N)cn2)cc1	3%	-12%	-6%	-1	-7%	-10%	1%	?	5%
26	COc1ccc(-n2nc3c(N4CCC(C(=O)NCc5ccco5)CC4)nnc(C)c3c2C)cc1	-27%	-14%	0%	-1	-23%	2%	-14%	25%	-4%
27	CN(C)c1ccc(S(=O)(=O)N2CCCCC2)cc1NC(=O)COc1ccccc1F	-14%	-15%	-1%	-8	3%	-8%	3%	10%	-3%
28	CCOC(=O)c1[nH]c2ccc(OC)cc2c1NC(=O)NC(C)C	-2%	-4%	-3%	1	0%	-9%	-3%	12%	-3%
29	C/C(=N\NC(=O)C(c1ccccc1)c1ccccc1)c1ccc(O)cc1	15%	-8%	-4%	2	-8%	-42%	-16%	5%	-2%
30	Cc1nnc(SCc2ccccc2)n1N	-15%	-14%	-3%	0	5%	-16%	12%	22%	0%

Structures above with a Cl atom (3):
No.	mol	Pol beta inh	POLH inh	BLM inh	LDHA block	Apoferritin bind	POLK inh	APEX1 inh	Pol iota inh	GRP78 ERSR act
3	O=C(Nc1ccc2nc(SCC(=O)N3CCCC3)sc2c1)c1cccc(Cl)c1	-26%	-13%	-5%	-3	-6%	-7%	.	49%[activator]	-4%
11	COc1ccc(NC(=S)NC(NC(=O)c2cccc(Cl)c2)C(Cl)(Cl)Cl)c([N+](=O)[O-])c1 (configuration not stated)	1%	-2%	-10%	1	-6%	-12%	-5%	-15%	-2%
23	C=CCn1c(CCCOc2ccc(Cl)cc2Cl)nnc1SCC(=O)Nc1nccs1	2%	-7%	1%	-1	-14%	9%	0%	-10%	-6%

(cont.)
No.	mol	Pol beta inh	POLH inh	BLM inh	LDHA block	Apoferritin bind	POLK inh	APEX1 inh	Pol iota inh	GRP78 ERSR act
31	O=C(Nc1ccc(Cc2ccncc2)cc1)c1cccs1	-2%	1%	-16%	-10	?	7%	-2%	5%	5%
32	COc1ccc(S(=O)(=O)N2CCC(C(=O)Nc3ccc(OC)c(OC)c3)CC2)cc1C	.	-10%	.	2	.	3%	.	11%	-4%
33	C=CCN(c1ccccc1)S(=O)(=O)c1ccc2c(c1)NC(=O)C(C)C(=O)N2 (configuration not stated)	-1%	9%	0%	-5	-15%	9%	-16%	?	0%
34	C=C1CN(C(C(=O)OC)C(C)C)S(=O)(=O)c2ccc(F)cc21 (configuration not stated)	.	.	-3%	.	-13%	5%	-9%	6%	-4%
35	O=C(CN1C(=O)COc2ccccc21)Nc1ccc2c(c1)OCCO2	46%	4%	-5%	-3	-1%	-10%	13%	-1%[58.9 µM]	-1%
36	CSCC(=O)N1CCC(n2nccc2NC(=O)CCCc2ccccc2)CC1	26%	-3%	0%	5	-5%	2%	12%	20%	1%
37	COc1ccc(NC(=O)CC(C)S(=O)(=O)c2ccc3c(c2)NC(=O)CO3)cc1OC (configuration not stated)	4%	-4%	1%	-3	-6%	-21%[60.1 µM]	.	6%	-3%
38	CCCC(=O)Nc1ccc(N2CCN(C(=O)c3ccccc3C)CC2)cc1	-2%	-9%	-3%	0	-5%	-15%	-14%	9%	-5%
39	O=C1CSCC(=O)N1c1ccccc1	4%	0%	2%	-2	0%	-9%	-3%	4%	-4%
40	Cc1nn(C(=O)c2ccco2)c(C)c1Sc1ccc(Br)cc1	15%	-13%	-3%	1	-12%	1%	16%	13%	-2%
41	Cc1cccnc1NC(=O)c1cc2c(=O)oc3ccccc3c2s1	27%	0%	1%	-6	2%	-8%	22%	5%	-3%
42	O=C(Cc1ccccc1[N+](=O)[O-])NCc1ccccc1Cl	13%	-1%	-1%	-3	-18%	0%	0%	10%	4%
43	CCCCN(CC)C(=O)C1CCCN(S(=O)(=O)c2cccc3nsnc23)C1 (configuration not stated)	5%	-14%	-9%	1	-1%	8%	83%[activator]	20%	-2%
44	COc1ccc(N2CCN(C3CCCCC3NS(=O)(=O)c3ccccc3)CC2)cc1 (configuration not stated)	18%	-26%	-4%	0	0%	-2%	6%	10%	-6%
45	O=C1[C@@H]2C(Cc3ccc(O)cc3)NC3(C(=O)Nc4ccc(F)cc43)[C@@H]2C(=O)N1c1ccccc1 (some centres not stated)	-2%	-17%	-5%	5	-15%	0%	1%	-6%	1%
46	CCOC(=O)c1ccc(NC(=O)CC2C(=O)N(c3ccc(F)cc3)C(=O)N2Cc2ccc(C)cc2)cc1 (configuration not stated)	0%	?	-10%	-6	6%	-21%	.	17%	-1%
47	Cc1ccc(N2CC(C(=O)NCCc3ccc(S(N)(=O)=O)cc3)CC2=O)cc1 (configuration not stated)	20%	-1%	-2%	-1	-8%	-3%	-4%	22%	-3%
48	O=C(CCCN1C(=O)C2CC=CCC2C1=O)Nc1cccc(F)c1 (configuration not stated)	-3%	-22%	-2%	-3	-12%	-10%	14%	31%[activator]	0%
49	CCC(C)N(C(=O)COC(=O)c1cc([N+](=O)[O-])ccc1N)C1CCS(=O)(=O)C1 (configuration not stated)	-3%	-1%	2%	-2	?	-6%	37%[activator]	1%	-3%
50	O=C(c1ccco1)N1CCC2(CCCN(c3ccccc3)C2)CC1	.	.	-5%	.	.	-2%[60.1 µM]	3%	.	-3%
51	CC/C(Cc1ccccc1)=N/NC(=O)c1cccc(Br)c1	25%	-12%	-3%	-6	-7%	-4%	-3%	-5%	-1%
52	COC(=O)c1ccccc1NC(=O)CCC(=O)N1CCOc2ccccc21	6%	-9%	-3%	-1	29%	-1%	.	32%[activator]	3%
53	COc1ccccc1NC(=O)C1Cc2ccccc2CN1C(=O)c1ccco1 (configuration not stated)	-24%	-8%	-3%	-5	-6%	1%	11%	5%	-5%
54	COc1ccc(CN(C(=O)c2ccco2)c2ccccc2)cc1	8%	-2%	5%	-3	-6%	-11%	-9%	-4%	-2%
55	Cc1ccc(C(C)C)c(OCC(=O)Nc2cccc(-c3nc4ncccc4o3)c2)c1	-23%	?	-14%	1	?	-9%	.	4%	-1%

Values by screen from the list:
LDHA block, nos. 31–42 → -10, 2, -5, ., -3, 5, -3, 0, -2, 1, -6, -3
POLH inh, nos. 31–42 → 1%, -10%, 9%, ., 4%, -3%, -4%, -9%, 0%, -13%, 0%, -1%

The list is partial; the hit share may differ from the screen's.
